Screens from PubChem BioAssay.
Apaf1 inhib: inhibitors of human Apaf-1 apoptosome. reconstituted apoptosome caspase-3 activity, DEVD-Rh110 fluorescence. inhibition, % at 20 µM. O14727. 330,000 compounds, 0.71% hits; active = inhibition of at least 40% at 20 µM;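 also: plate controls were DMSO wells for no effect and DEVD-CHO caspase inhibitor wells for full effect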
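Assay system: Apoptosome proteins | Medium: pH 7.5 Hepes buffer with CHAPS, BSA, DTT | Also added: Cytochrome c and DEVD-Rh110 substrate | Times: 30 min plus 50 min, RT | Detection: Rhodamine 110 fluorescence at Ex 480/Em 540 nm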
SENP8 inh: SENP8 protease inhibition | Q96LD8 | purified SENP8, Z-RLRGG-aminoluciferin cleavage, luminescence | inhibition, % at 10 µM | 330,000 compounds, 1.2% hits
Target sequence (Q96LD8 whole entry, looked up): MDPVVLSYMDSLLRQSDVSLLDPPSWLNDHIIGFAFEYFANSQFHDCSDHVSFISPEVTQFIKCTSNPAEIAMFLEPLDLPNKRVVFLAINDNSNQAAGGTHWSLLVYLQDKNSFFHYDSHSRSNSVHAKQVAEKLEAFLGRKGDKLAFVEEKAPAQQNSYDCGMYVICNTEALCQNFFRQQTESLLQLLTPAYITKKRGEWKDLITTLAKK
697 NFkB inh: inhibitors of the PMA/ionomycin-induced NF-kB reporter in 697 B cells. 330,000 compounds, 0.33% hits. 697 B-cell NF-kB luciferase reporter, 16 h. inhibition, % at 4 µM. AID 435022; in the data active = inhibition above about 35%
Jurkat NFkB inh: inhibitors of the PMA/ionomycin-induced NF-kB reporter in Jurkat cells. PMA/ionomycin-induced NF-kB luciferase reporter, luminescence. inhibition, % at 4 µM. 330,000 compounds, 0.53% hits. AID 435003
EBI2 antag: blocks human EBI2 receptor beta-arrestin signaling; inhibition, % at 5 µM; EBI2 beta-arrestin recruitment, luminescence, 7a,25-OHC stimulated; P32249; 360,000 compounds, 0.81% hits; in the data active = inhibition above about 38%;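 also: enzyme fragment complementation signal reports receptor beta-arrestin coupling in cells; 0% = agonist plus DMSO wells and 100% = wells without agonist; some results beyond the cut were filed as inactive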
Target sequence (P32249 whole entry, looked up, the tested form may be a part): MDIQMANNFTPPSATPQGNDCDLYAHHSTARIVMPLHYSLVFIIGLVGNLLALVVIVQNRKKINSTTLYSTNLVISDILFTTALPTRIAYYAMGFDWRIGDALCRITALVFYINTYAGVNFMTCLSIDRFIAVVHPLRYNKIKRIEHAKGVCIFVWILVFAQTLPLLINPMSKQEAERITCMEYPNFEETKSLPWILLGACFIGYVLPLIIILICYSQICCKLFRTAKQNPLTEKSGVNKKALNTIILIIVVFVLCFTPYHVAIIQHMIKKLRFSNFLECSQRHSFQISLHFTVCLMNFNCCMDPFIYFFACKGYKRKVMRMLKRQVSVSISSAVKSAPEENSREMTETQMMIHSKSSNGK
Gli-Sufu antag: blocks Gli-Sufu signaling in a luciferase reporter; Sufu-KO-LIGHT fibroblasts, Gli luciferase reporter luminescence; AID 588413; inhibition, % at 5 µM; 340,000 compounds, 0.74% hits;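 active = inhibition above about 55%, limit read from the data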;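 also: 0% = DMSO-treated cells and 100% = wells with medium but no cells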
UBC13 polyUb: human UBC13 polyubiquitination inhibition; P61088; inhibition, % at 20 µM; UBC13 polyubiquitin chain formation, TR-FRET; 330,000 compounds, 0.47% hits; in the data active = inhibition above about 45%, passing the limit was not always enough
Target sequence (P61088 whole entry, looked up): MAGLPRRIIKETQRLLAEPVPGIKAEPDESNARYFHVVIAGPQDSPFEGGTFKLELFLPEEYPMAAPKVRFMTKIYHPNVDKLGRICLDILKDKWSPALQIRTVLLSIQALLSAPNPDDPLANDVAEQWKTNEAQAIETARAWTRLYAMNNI
CCR6 antag: CCR6 (human) receptor antagonism; CHO-K1 CCR6 PathHunter beta-arrestin, luminescence, CCL20-stimulated; inhibition, % at 20 µM; 340,000 compounds, 0.49% hits;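 active = compounds whose inhibition of the agonist-driven luminescence signal at 20 µM reaches about 50%, limit read from the data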;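 also: cells stimulated with CCL20 at 14 nM final; plate controls were DMSO with CCL20 for no effect and DMSO without agonist for full effect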
Target sequence (P51684 whole entry, looked up): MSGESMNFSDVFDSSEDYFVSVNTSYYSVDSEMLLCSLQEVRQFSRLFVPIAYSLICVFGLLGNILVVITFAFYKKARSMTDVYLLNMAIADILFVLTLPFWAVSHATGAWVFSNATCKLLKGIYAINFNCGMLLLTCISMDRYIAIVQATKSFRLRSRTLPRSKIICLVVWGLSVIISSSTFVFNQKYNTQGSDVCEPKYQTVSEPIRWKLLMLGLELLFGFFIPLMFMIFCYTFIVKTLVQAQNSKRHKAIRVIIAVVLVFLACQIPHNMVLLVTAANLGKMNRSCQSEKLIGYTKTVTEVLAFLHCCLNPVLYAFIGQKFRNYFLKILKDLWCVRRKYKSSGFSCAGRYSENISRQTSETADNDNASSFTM
* = called active by the depositor; . = no result given. Rule as the data show it, unless noted: active = inhibition above about 50%; inactive = the rest.

(1) NC(=O)c1cccn1-c1ncc(C(F)(F)F)cc1Cl
(2) O=C(CSc1nnc(NC(=O)C2CC(=O)N(c3ccc(F)cc3)C2)s1)NC1CCCC1 (stereo not given)
(3) O=C(NC1CCCCC1)c1cccs1
(4) O=C(NCc1cccnc1)Nc1cccc([N+](=O)[O-])c1
(5) COc1ccc(OC)c(CN2C(=O)c3ccccc3C2C(=O)NCC2CCCO2)c1 (stereo not given)
(6) Cc1cccc2cc(/C=N/NC(=O)[C@H]3C[C@@H]3c3ccccc3)c(Cl)nc12
Compound,1,2,3,4,5,6
Apaf1 inhib,2,-3,-9,2,-2,-5
SENP8 inh,2,0,0,-1,-6,-2
697 NFkB inh,19,13,5,-7,9,15
Jurkat NFkB inh,-48,3,-12,-7,4,-9
EBI2 antag,3,-4,1,-1,0,-4
Gli-Sufu antag,-1,0,-5,-8,5,-1
UBC13 polyUb,-4,6,8,-8,-7,7
CCR6 antag,-3,-5,10,4,10,3

(7) Cc1ccc(F)cc1NC(=O)CN1C(=O)NC2(CCCc3ccccc32)C1=O (stereo not given)
(8) CCOC(=O)C1CCN(C(=O)Nc2ccc3nc(C)c(C)nc3c2)CC1
(9) COc1ccc(CNC(=O)C/C(C)=N/NC(=O)C23CC4CC(CC(C4)C2)C3)cc1
(10) CCC(C(=O)N1CCCCCC1)n1nc(C)n2c(cc3occc32)c1=O (stereo not given)
(11) Cc1ccc(C(=O)N(Cc2nc3ccccc3c(=O)[nH]2)C2CCCC2)cc1
(12) C/C(=N\NC(=O)c1cc(C)nc2ccccc12)c1cccc(Cl)c1
Compound,7,8,9,10,11,12
Apaf1 inhib,2,-1,10,3,7,7
SENP8 inh,1,5,-7,7,-12,-8
697 NFkB inh,-2,7,13,13,-33,-35
Jurkat NFkB inh,13,2,7,8,3,10
EBI2 antag,6,-1,-4,1,9,-2
Gli-Sufu antag,-2,2,1,-1,11,15
UBC13 polyUb,-4,15,-4,-1,9,-2
CCR6 antag,9,12,3,14,-6,17

(13) O=C(O)CCCC(=O)OCc1c(-c2ccccc2)ncc2ccccc12
(14) Cc1ccc(Cl)cc1N1CCN(S(=O)(=O)c2ccc3c(c2)NC(=O)C(C)C(=O)N3)CC1 (stereo not given)
(15) Cc1ccnc(N2CCC(C(=O)NNC(=O)c3ccncc3)CC2)n1
(16) N/C(=N\N=C\c1cccs1)SC1CC(=O)N(c2cccc([N+](=O)[O-])c2)C1=O (stereo not given)
(17) Cc1cc(C(=O)N/N=C/c2ccc(C)s2)n[nH]1
(18) COc1ccc(-n2c(SCC#N)nc3c(sc(=S)n3-c3ccccc3)c2=O)c(OC)c1
Compound,13,14,15,16,17,18
Apaf1 inhib,-5,19,-3,2,11,11
SENP8 inh,1,-2,2,-5,-12,4
697 NFkB inh,19,-20,8,4,-35,0
Jurkat NFkB inh,12,17,15,9,-42,-8
EBI2 antag,-6,-14,-2,14,2,16
Gli-Sufu antag,-17,-3,-2,-5,10,0
UBC13 polyUb,0,0,8,-6,-13,-2
CCR6 antag,-7,-1,-7,16,7,18

(19) CC1(C)CC(=O)C(C=NCCN2CCN(C(=O)c3ccccc3)CC2)=C(O)C1
(20) CC(C)(C)OC(=O)N1CCC(c2c(C(=O)NCC3CCN(C4CCCC4)C3)cnn2-c2ccccc2Cl)CC1 (stereo not given)
(21) CC(C)C[C@H](NC(=O)NC(C)C)C(=O)O
(22) COc1ccc(Br)cc1C(=O)Nc1ccccc1N1CCCC1
(23) CN(C)S(=O)(=O)N1CCN(C(=O)N2CCCCC2)CC1
(24) COC(=O)C1=C(C)NC(C)=C(C(=O)OC)C1c1ccccc1[N+](=O)[O-]
Compound,19,20,21,22,23,24
Apaf1 inhib,-10,9,-17,3,-5,-9
SENP8 inh,2,-8,-2,5,-1,15
697 NFkB inh,22,-6,11,9,-10,-3
Jurkat NFkB inh,-3,-6,1,1,-5,11
EBI2 antag,-2,7,-5,18,-5,4
Gli-Sufu antag,0,26,5,6,2,.
UBC13 polyUb,2,-1,5,2,-12,-8
CCR6 antag,-10,-8,-11,20,-5,14

Down the list, from the results shown.
SENP8 inh for entries 10 to 13 → 7, -12, -8, 1
Jurkat NFkB inh for entries 10 to 13 → 8, 3, 10, 12
Gli-Sufu antag for entries 10 to 13 → -1, 11, 15, -17

Remaining list, next part:
(25) COc1ccc(CN2C(=O)c3ccccc3C2OC)cc1 (stereo not given)
(26) Cc1nc(NN)c2c3c(sc2n1)COC(C)(C)C3
(27) COc1ccc(CCNC(=O)CCN2C(=O)C3CC=CCC3C2=O)cc1OC (stereo not given)
(28) NS(=O)(=O)c1ccc(NC(=O)COC(=O)CCc2ccccc2)cc1
(29) COc1ccc2cc(C(=O)NCc3ccco3)c(=Nc3ccc(C(=O)O)cc3)oc2c1
(30) CC12CN3CC(C)(CN(C1)C3c1cc(Br)ccc1O)C2=O (stereo not given)
Compound,25,26,27,28,29,30
Apaf1 inhib,5,2,5,-1,13,6
SENP8 inh,-2,-3,-6,-7,3,-2
697 NFkB inh,-18,11,-10,21,9,10
Jurkat NFkB inh,-4,-16,-7,-16,-10,6
EBI2 antag,-9,-6,1,1,5,-4
Gli-Sufu antag,-1,5,-16,5,5,4
UBC13 polyUb,-6,-2,-9,-5,-3,-15
CCR6 antag,2,-5,-1,1,15,-3

(31) C#CCOc1c(Cl)cc(/C=N/O)cc1OC
(32) Nc1c2c(nc3ccccc13)CCCC2=O
(33) COc1ccccc1CNC(=O)COC(=O)c1ccco1
(34) COc1ccc(N2CCN(C(=O)c3ccc(Cn4c(=S)[nH]c5ccc(N6CCOCC6)cc5c4=O)cc3)CC2)cc1
(35) O=C(NNS(=O)(=O)c1ccc(Cl)cc1)c1sccc1-n1cccc1
(36) CCc1ccccc1NC(=O)CNC(=O)c1ccc(OCc2cn3ccccc3n2)cc1
Compound,31,32,33,34,35,36
Apaf1 inhib,10,-10,-8,20,9,5
SENP8 inh,-8,7,2,13,-1,-10
697 NFkB inh,-36,0,2,-85,-7,-13
Jurkat NFkB inh,-17,-6,-4,-79,-4,-13
EBI2 antag,0,2,-19,20,-19,-4
Gli-Sufu antag,-13,-2,-7,-25,-1,5
UBC13 polyUb,-1,5,3,-4,-8,-21
CCR6 antag,12,5,-1,8,12,-5

(37) N#C/C(=C\c1ccncc1)c1ccccn1
(38) Cc1ccc(N(C)S(=O)(=O)c2cccc(C(=O)NC3CC(C)(C)NC(C)(C)C3)c2)cc1
(39) O=C(CCc1ccccc1)NNC(=O)C12CC3CC(CC(C3)C1)C2
(40) CC(=O)c1sc(NC(=O)c2cccc(C)c2)nc1C
(41) Cc1ccn2c(=O)c(C(=O)NCCCN3CCCC3=O)c(O)nc2c1
(42) CCOC(=O)c1ccc(CSc2nnc(-c3ccncc3)n2N)cc1
Compound,37,38,39,40,41,42
Apaf1 inhib,1,7,-10,5,11,-5
SENP8 inh,-2,-2,10,47,2,-11
697 NFkB inh,21,11,22,-102,-9,3
Jurkat NFkB inh,10,-10,4,-67,11,-5
EBI2 antag,-19,-1,-4,-8,-11,-3
Gli-Sufu antag,7,15,1,-77,-4,5
UBC13 polyUb,1,4,8,-2,4,-1
CCR6 antag,0,22,6,-6,3,-14

(43) CN(C)c1ccc(/C=C2\SC(=S)N(Nc3ncc(C(F)(F)F)cc3Cl)C2=O)cc1
(44) COc1cc2c(cc1OC)C(=O)CCS2
(45) COc1ccc(CCC(=O)NNC(=S)Nc2cccc(C(C)=O)c2)cc1
(46) O=C(c1cn(-c2ccccc2)nc1-c1cccnc1)N1CCCCC1
(47) COc1cccc2cc(C(=O)C3=C(O)C(=O)N(Cc4ccco4)C3c3cccnc3)oc12 (stereo not given)
(48) Cc1nn(C)c(Cl)c1NC(=O)OCc1ccc(F)cc1
Compound,43,44,45,46,47,48
Apaf1 inhib,-6,3,12,9,5,9
SENP8 inh,2,-5,-6,-4,5,-1
697 NFkB inh,-4,4,-6,1,5,-10
Jurkat NFkB inh,2,-5,10,11,11,9
EBI2 antag,26,-19,0,-8,0,-7
Gli-Sufu antag,-2,5,4,5,3,5
UBC13 polyUb,-282,-2,-8,6,-57,1
CCR6 antag,36,2,17,3,11,-2

(49) COC(=O)/C=C/c1ccc(OC(=O)c2ccncc2)cc1
(50) O=C(Nc1ccc2c(c1)OCO2)C1CCCN(S(=O)(=O)c2cccs2)C1 (stereo not given)
(51) CCc1nnc(NC(=O)c2cccc(S(=O)(=O)N(C)c3ccc(OC)cc3)c2)s1
(52) O=c1c([N+](=O)[O-])cccn1Cc1cccc(Cl)c1
(53) CCN(CC(=O)Nc1ccc(NC(C)=O)cc1)C(=O)c1ccc2c(c1)S(=O)(=O)N=C1CCCCCN12
(54) O=C(CCNC(=O)c1ccccc1Cl)Nc1nc2ccccc2[nH]1
Compound,49,50,51,52,53,54
Apaf1 inhib,-4,5,8,-16,9,-9
SENP8 inh,-9,-7,-7,-12,-8,9
697 NFkB inh,-1,-21,0,6,-1,15
Jurkat NFkB inh,17,-24,2,9,-12,7
EBI2 antag,1,4,-2,4,3,-2
Gli-Sufu antag,-3,-20,9,-19,.,-8
UBC13 polyUb,-6,-2,2,-19,-7,8
CCR6 antag,4,21,3,6,5,-4

3 entries from above, field by field:
13. O=C(O)CCCC(=O)OCc1c(-c2ccccc2)ncc2ccccc12
  Apaf1 inhib: -5
  SENP8 inh: 1
  697 NFkB inh: 19
  Jurkat NFkB inh: 12
  EBI2 antag: -6
  Gli-Sufu antag: -17
  UBC13 polyUb: 0
  CCR6 antag: -7

14. Cc1ccc(Cl)cc1N1CCN(S(=O)(=O)c2ccc3c(c2)NC(=O)C(C)C(=O)N3)CC1 (stereo not given)
  Apaf1 inhib: 19
  SENP8 inh: -2
  697 NFkB inh: -20
  Jurkat NFkB inh: 17
  EBI2 antag: -14
  Gli-Sufu antag: -3
  UBC13 polyUb: 0
  CCR6 antag: -1

15. Cc1ccnc(N2CCC(C(=O)NNC(=O)c3ccncc3)CC2)n1
  Apaf1 inhib: -3
  SENP8 inh: 2
  697 NFkB inh: 8
  Jurkat NFkB inh: 15
  EBI2 antag: -2
  Gli-Sufu antag: -2
  UBC13 polyUb: 8
  CCR6 antag: -7

The list goes on:
(55) O=C(Nn1cnnc1)c1cc([N+](=O)[O-])cc([N+](=O)[O-])c1
(56) Cc1nn(CCCNC(=O)C2CCCO2)cc1Br (stereo not given)
(57) CNS(=O)(=O)c1ccc(NC(=O)C2c3ccccc3Oc3ccccc32)cc1
(58) CCOC(=O)C1CCN(C(=O)C23CC4CC(CC(C4)C2)C3)CC1
(59) N#C/C(=C\c1ccccc1)C(=O)NNS(=O)(=O)c1ccc(Br)cc1
(60) CCNC(=S)/N=C(\N)Nc1nc(C)c2cc(C)ccc2n1
Compound,55,56,57,58,59,60
Apaf1 inhib,3,-6,5,-4,-5,20
SENP8 inh,-10,-4,-10,-5,1,-14
697 NFkB inh,21,-1,2,18,10,-101
Jurkat NFkB inh,9,-7,2,13,7,-68
EBI2 antag,2,-2,5,-6,-9,17
Gli-Sufu antag,3,2,-4,-1,-4,-66
UBC13 polyUb,0,-11,18,2,-13,0
CCR6 antag,-7,5,-14,8,13,15

Retrieved one by one from above, 3 records:
(55) O=C(Nn1cnnc1)c1cc([N+](=O)[O-])cc([N+](=O)[O-])c1
(59) N#C/C(=C\c1ccccc1)C(=O)NNS(=O)(=O)c1ccc(Br)cc1
(56) Cc1nn(CCCNC(=O)C2CCCO2)cc1Br (stereo not given)
Compound,55,59,56
Apaf1 inhib,3,-5,-6
SENP8 inh,-10,1,-4
697 NFkB inh,21,10,-1
Jurkat NFkB inh,9,7,-7
EBI2 antag,2,-9,-2
Gli-Sufu antag,3,-4,2
UBC13 polyUb,0,-13,-11
CCR6 antag,-7,13,5

(more compounds)
(61) CCc1ccc(NC(=O)CC2C(=O)NCCN2C(=O)c2ccc(F)cc2)cc1 (stereo not given)
(62) Cc1ccc(C(=O)Nc2ccccn2)cc1S(=O)(=O)N1CCOCC1
(63) Cc1nn(Cc2ccc(Cl)cc2)c(C)c1NC(=O)C1CC=CCC1C(=O)O (stereo not given)
(64) Cc1ccsc1C(=O)OCC(=O)Nc1cccc(S(=O)(=O)NC2=NCCCCC2)c1
Compound,61,62,63,64
Apaf1 inhib,9,43*,-9,10
SENP8 inh,-5,-8,-3,-15
697 NFkB inh,-13,9,1,4
Jurkat NFkB inh,-11,1,14,-1
EBI2 antag,-7,-8,-9,0
Gli-Sufu antag,20,-13,-4,-2
UBC13 polyUb,-7,19,0,-13
CCR6 antag,-4,-5,20,10

Some of the compounds tested; the hit share may differ from the screen's.
